Assay outcomes deposited in PubChem by several laboratories.
GPR35 arrestin U2OS – inhibition of zaprinast-stimulated GPR35 beta-arrestin translocation – imaging, U2OS, beta-arrestin-GFP, zaprinast agonist, primary screen (AID 2058); inhibition, % at 10 µM; hits with a dose series show IC50 in µM; 0.052% of 290,000 active; U2OS GPR35 beta-arrestin-GFP translocation imaging, zaprinast antagonism; higher % means a stronger effect;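 active = inhibition of at least 50% with at least 30 cells and total cytoplasm GFP at most 10,000,000; inconclusive = under 30 cells or total GFP of 10,000,000 plus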
GPR55 beta-arrestin – selective activators of receptor GPR55 – imaging, U2OS cells, beta-arrestin-GFP redistribution, primary screen (AID 1961); U2OS GPR55 beta-arrestin-GFP redistribution imaging; higher % means a stronger effect; one-dose activation, % at 10 µM; EC50 in µM for titrated hits; 0.048% of 290,000 active;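 active = activation above 40% with more than 50 cells counted in the well; inconclusive = wells holding fewer than 50 cells, flagged as toxic or sparse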;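 note: U2OS osteosarcoma cells stably expressing GPR55 and beta-arrestin-GFP; plate controls were DMSO negative control for no effect and LPI positive control for full effect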
Rac1 GTP hydrolysis – MgcRacGAP GTPase-activating activity inhibitors, confirmation, biochemical, ADP Hunter fluorescence; 0.6% of 340,000 active; MgcRacGAP-stimulated Rac1 GTP hydrolysis, ADP Hunter fluorescence; higher % means a stronger effect; GST-tagged Rac1 F28L mutant substrate; AID 624330; inhibition, % at 30 µM, or IC50 in µM where a hit was titrated;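 active = first-screen hits whose inhibition reached a set limit at any dose in the follow-up dose series; inconclusive = inhibition above the set first-screen limit but never retested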;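 note: fluorescence reports GDP produced by GAP-driven GTP hydrolysis; strong numbers were not always called active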
Large T inhibition – SV40 large T antigen inhibitors, biochemical (AID 1903); SV40 large T antigen ATPase/helicase inhibition assay; higher % means a stronger effect; 0.39% of 310,000 active; inhibition, % at 20 µM, or IC50 in µM where a hit was titrated; in the data active = a potency from the dose series; inconclusive = inhibition mostly from about 32% at the one dose, without a potency; inactive = the rest, 99 in 100 with inhibition below about 32%; note: strong numbers were not always called active
LYP inhibition – PTPN22 lymphoid phosphatase activity blockers – biochemical, fluorescence intensity, uHTS (AID 1779); recombinant LYP phosphatase, fluorescence intensity; higher % means a stronger effect; inhibition, % at 11.5 µM, or IC50 in µM where a hit was titrated; 0.054% of 290,000 active; in the data active = inhibition above about 50%;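 note: plate controls were vehicle with enzyme for no effect and no enzyme for full effect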
Lipid droplet – hepatic lipid droplet formation modulation; inhibition, % at 6.5 µM; AID 1656; AML12 mouse hepatocytes, oleate lipid droplets, BODIPY imaging; 0.4% of 240,000 active;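 active = lipid droplet intensity inhibited by at least 50%, with more than 500 cells counted; inconclusive = wells with under 300 cells, treated as cytotoxic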
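Test system: AML12 mouse liver cells; schedule: overnight exposure; technique: high-content imaging of BODIPY-stained droplets and DAPI nuclei; read-out: % inhibition of corrected integrated BODIPY droplet signal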
T cell modulator – modulates CD8 T cell binding to vesicles; 2C CD8+ T cell-vesicle binding, flow cytometry; active compounds read low; calls only at 7 µM; 0.068% of 330,000 active;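 active = response, share of CD8 T cells binding vesicles, and their 90th percentile fluorescence all below set limits, cut at about 80% in these data, passing the limit was not always enough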
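Incubation: binding step 1.5 h, 37 °C, antibody labelling 20 min, ice; system: murine 2C transgenic CD8+ T lymphocytes; technique: cytometric PE anti-B7-1 and Alexa647 anti-CD8 signals after 1% paraformaldehyde fixation; also added: QL9-charged Drosophila Ld/ICAM-1/B7-1 vesicles; control set: naked versus QL9-loaded vesicles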
NTR1 agonist – NTR1-driven beta-arrestin-GFP spot formation – imaging, U2OS cells, high content, primary screen (AID 493036); agonist mode; 0.17% of 330,000 active; activation, % at 20 µM; P30989;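 active = activation at or above 40% of the spot to cytoplasm intensity ratio, with at least 20 cells analyzed; inconclusive = wells under 20 cells, flagged as cytotoxic or low count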;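 note: 0% = DMSO without peptide and 100% = 100 nM NTR1 peptide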
Target sequence (P30989 whole entry, looked up): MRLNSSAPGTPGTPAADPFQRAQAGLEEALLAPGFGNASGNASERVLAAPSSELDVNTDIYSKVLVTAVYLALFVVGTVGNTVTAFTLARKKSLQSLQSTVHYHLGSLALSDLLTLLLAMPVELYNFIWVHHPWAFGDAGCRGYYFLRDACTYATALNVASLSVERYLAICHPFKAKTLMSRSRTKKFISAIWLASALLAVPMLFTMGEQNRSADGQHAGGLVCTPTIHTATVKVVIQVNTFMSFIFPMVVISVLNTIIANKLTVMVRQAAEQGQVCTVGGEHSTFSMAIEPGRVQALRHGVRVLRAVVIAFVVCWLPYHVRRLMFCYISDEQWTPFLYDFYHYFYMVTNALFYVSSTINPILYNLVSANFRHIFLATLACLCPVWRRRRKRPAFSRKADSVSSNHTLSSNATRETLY
GPR55 LPI antagonism – inhibition of LPI-stimulated GPR55 beta-arrestin translocation – imaging, U2OS, beta-arrestin-GFP, LPI agonist, primary screen (AID 2013). U2OS GPR55 beta-arrestin-GFP translocation imaging, LPI antagonism; higher % means a stronger effect. inhibition, % at 10 µM, or IC50 in µM where a hit was titrated. 0.13% of 290,000 active;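 active = spots per cell inhibited over 60%, with over 100 cells counted and total cytoplasm intensity under 500,000; inconclusive = wells with under 100 cells, flagged as likely toxic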;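 note: U2OS cells stably carrying GPR55 and arrestin-GFP stimulated by 5 µM LPI near EC80; imaged beta-arrestin-GFP aggregate spots per cell after agonist stimulation; plate controls were LPI-stimulated DMSO wells for no effect and DMSO wells without LPI for full effect; some results filed as inactive read as strong as hits; confirmed hits need IC50 under 10 µM and bright autofluorescent wells are also inconclusive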
Lipid droplet cells 6.5 µM – also measured in Lipid droplet; calls as there; cell count; measured here: cell count, cytotoxicity flag;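 cells counted across two imaged fields per well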
T cell modulator vesicle-bound % – also measured in T cell modulator; calls as there; double positive events, %; measured here: CD8+ vesicle-bound cell fraction;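 binding gate set so that unloaded-vesicle control wells show 10% double positive cells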
NTR1 agonist cell count 20 µM – recorded beside NTR1 agonist, whose call it bears; cell count; measured here: cell count, cytotoxicity flag
Active calls of the source: *. Compounds as they come. Share with any hit: about 1.8%.

Screening Cc1ccc(-c2nc(N)sc2-c2ccc(C)cc2)cc1 returned GPR35 arrestin U2OS -2%, GPR55 beta-arrestin -0.4%, Rac1 GTP hydrolysis 6%, Large T inhibition 23%, LYP inhibition -2%, Lipid droplet -4, GPR55 LPI antagonism 8% and Lipid droplet cells 6.5 µM 730.
COc1ccc(CN2c3cc(S(=O)(=O)N4CCOCC4)ccc3N3CCCC32)cc1 (centres undefined) was read as GPR35 arrestin U2OS -1%, GPR55 beta-arrestin -0.2%, Rac1 GTP hydrolysis 4%, Large T inhibition 10%, LYP inhibition 0%, Lipid droplet 2, T cell modulator inactive, NTR1 agonist -0.2, GPR55 LPI antagonism 6%, Lipid droplet cells 6.5 µM 795, T cell modulator vesicle-bound % 21 and NTR1 agonist cell count 20 µM 48.
`O=C(CN(C(=O)c1csnn1)c1cccc(Cl)c1)NCCc1ccccc1` gave GPR35 arrestin U2OS -4%, Rac1 GTP hydrolysis 3%, Large T inhibition 8%, LYP inhibition -3%, T cell modulator inactive, NTR1 agonist -0.3, GPR55 LPI antagonism -6%, T cell modulator vesicle-bound % 24 and NTR1 agonist cell count 20 µM 34.
`COc1ccc(NC(=O)COc2cccnc2[N+](=O)[O-])cc1OC` gave GPR35 arrestin U2OS 0%, GPR55 beta-arrestin -0.5%, Rac1 GTP hydrolysis 5%, Large T inhibition 5%, LYP inhibition -5%, Lipid droplet -13, T cell modulator inactive, NTR1 agonist -1.1, GPR55 LPI antagonism -1%, Lipid droplet cells 6.5 µM 606, T cell modulator vesicle-bound % 50 and NTR1 agonist cell count 20 µM 46.
`CCC(CC)c1nnc(NC(=O)c2nc3nc(C)cc(C)n3n2)s1` gave GPR35 arrestin U2OS 6%, GPR55 beta-arrestin -0.2%, Rac1 GTP hydrolysis 11%, Large T inhibition 1%, LYP inhibition -1%, Lipid droplet 7, T cell modulator inactive, NTR1 agonist 1.4, GPR55 LPI antagonism 4%, Lipid droplet cells 6.5 µM 800, T cell modulator vesicle-bound % 18 and NTR1 agonist cell count 20 µM 50.
For Cc1ncc([N+](=O)[O-])n1CC(=O)Nc1cccc(C(F)(F)F)c1 the results were GPR35 arrestin U2OS 5%, GPR55 beta-arrestin -0.1%, Rac1 GTP hydrolysis 3%, Large T inhibition 8%, LYP inhibition -8%, Lipid droplet -8, T cell modulator inactive, NTR1 agonist -1.0, GPR55 LPI antagonism -3%, Lipid droplet cells 6.5 µM 828, T cell modulator vesicle-bound % 65 and NTR1 agonist cell count 20 µM 73.
`CN(C)c1cccc(C(=O)NCc2ccc(Cl)cc2)c1` gave GPR35 arrestin U2OS -4%, GPR55 beta-arrestin -0.4%, Rac1 GTP hydrolysis 9%, Large T inhibition 13%, LYP inhibition -2%, Lipid droplet 5, T cell modulator inactive, NTR1 agonist -0.8, GPR55 LPI antagonism -2%, Lipid droplet cells 6.5 µM 723, T cell modulator vesicle-bound % 62 and NTR1 agonist cell count 20 µM 45.
`CCOc1ccc(-n2c(SCC(=O)Nc3cc(OC)c([N+](=O)[O-])cc3C)nc3ccccc32)cc1` gave GPR35 arrestin U2OS -7%, GPR55 beta-arrestin 0.4%, Rac1 GTP hydrolysis 11%, Large T inhibition -3%, LYP inhibition 3%, Lipid droplet -24, T cell modulator inactive, NTR1 agonist 1.0, GPR55 LPI antagonism -8%, Lipid droplet cells 6.5 µM 573, T cell modulator vesicle-bound % 52 and NTR1 agonist cell count 20 µM 74.
O=C(Cc1ncn[nH]1)NCCc1ccccc1 was read as GPR35 arrestin U2OS -1%, GPR55 beta-arrestin 0.3%, Rac1 GTP hydrolysis 4%, Large T inhibition 11%, LYP inhibition -6%, T cell modulator inactive, NTR1 agonist 1.9, GPR55 LPI antagonism 18%, T cell modulator vesicle-bound % 29 and NTR1 agonist cell count 20 µM 55.
Screening Cc1ccccc1CO/N=C/c1[nH]ncc1Br returned GPR35 arrestin U2OS 6%, GPR55 beta-arrestin -0.4%, Rac1 GTP hydrolysis 9%, Large T inhibition -2%, LYP inhibition -10%, Lipid droplet 0, T cell modulator inactive, NTR1 agonist 0.1, GPR55 LPI antagonism -6%, Lipid droplet cells 6.5 µM 743, T cell modulator vesicle-bound % 25 and NTR1 agonist cell count 20 µM 45.
Cc1ccc(CSCC(=O)Nc2ccc3c(c2)OCO3)cc1 was read as GPR35 arrestin U2OS 17%, GPR55 beta-arrestin -0.1%, Rac1 GTP hydrolysis 5%, Large T inhibition 0%, LYP inhibition -7%, Lipid droplet 14, T cell modulator inactive, NTR1 agonist -1.2, GPR55 LPI antagonism 0%, Lipid droplet cells 6.5 µM 808, T cell modulator vesicle-bound % 41 and NTR1 agonist cell count 20 µM 74.
Cc1nc(C)c(C(=O)Nc2nc3c(C)cccc3s2)o1 was read as GPR35 arrestin U2OS 10%, GPR55 beta-arrestin -0.1%, Rac1 GTP hydrolysis 22%, Large T inhibition 15%, LYP inhibition -5%, T cell modulator inactive, NTR1 agonist 3.6, GPR55 LPI antagonism -2%, T cell modulator vesicle-bound % 28 and NTR1 agonist cell count 20 µM 77.
Screening Clc1ccc(C(c2nnnn2C2CCCC2)N2CCN(Cc3ccncc3)CC2)cc1 (centres undefined) returned GPR35 arrestin U2OS -7%, GPR55 beta-arrestin 0.2%, Rac1 GTP hydrolysis 1%, Large T inhibition 6%, LYP inhibition -3%, T cell modulator inactive, NTR1 agonist 0.3, GPR55 LPI antagonism 6%, T cell modulator vesicle-bound % 47 and NTR1 agonist cell count 20 µM 56.
Screening CCN(C(=O)COC(=O)/C(=C/c1ccccc1)n1nnnc1C)C1CCCCC1 returned Rac1 GTP hydrolysis 10%, Large T inhibition 14%, T cell modulator inactive, NTR1 agonist 2.8, T cell modulator vesicle-bound % 29 and NTR1 agonist cell count 20 µM 66.
For COc1ccc(/C=C/C=N/NC(=O)COc2ccc(OC)cc2)cc1 the results were GPR35 arrestin U2OS 13%, GPR55 beta-arrestin 0.4%, Rac1 GTP hydrolysis 4%, Large T inhibition 1%, LYP inhibition 11%, Lipid droplet 11, T cell modulator inactive, NTR1 agonist -1.1, GPR55 LPI antagonism 0%, Lipid droplet cells 6.5 µM 702, T cell modulator vesicle-bound % 42 and NTR1 agonist cell count 20 µM 67.
For O=C(CN1CCN(S(=O)(=O)c2ccc(Br)cc2)CC1)c1ccc(O)c(O)c1 the results were GPR35 arrestin U2OS 16%, GPR55 beta-arrestin -0.4%, Rac1 GTP hydrolysis -8%, LYP inhibition -9%, Lipid droplet -4, T cell modulator inactive, NTR1 agonist 0.8, GPR55 LPI antagonism -8%, Lipid droplet cells 6.5 µM 683, T cell modulator vesicle-bound % 27 and NTR1 agonist cell count 20 µM 59.
Cc1ccccc1N1C(S)=C(C#N)C(=O)NC12CCCCC2 was read as GPR35 arrestin U2OS 17%, GPR55 beta-arrestin 1.6%, Rac1 GTP hydrolysis 53%, Large T inhibition inconclusive, LYP inhibition -2%, Lipid droplet 29, T cell modulator inactive, NTR1 agonist 3.2, GPR55 LPI antagonism 10%, Lipid droplet cells 6.5 µM 615, T cell modulator vesicle-bound % 43 and NTR1 agonist cell count 20 µM 54.
For CC(=O)Nc1cccc(C(=O)OCC(=O)N2CCC(c3ccccc3)=N2)c1 the results were Rac1 GTP hydrolysis 8%, Large T inhibition 6%, T cell modulator inactive, NTR1 agonist 0.3, T cell modulator vesicle-bound % 56 and NTR1 agonist cell count 20 µM 55.
`COc1ccccc1NC(=O)Cc1noc(CSc2nnc(C)n2C)n1` gave GPR35 arrestin U2OS -16%, GPR55 beta-arrestin -0.3%, Rac1 GTP hydrolysis 4%, Large T inhibition 6%, LYP inhibition 0%, Lipid droplet 18, T cell modulator inactive, NTR1 agonist -0.4, GPR55 LPI antagonism 12%, Lipid droplet cells 6.5 µM 691, T cell modulator vesicle-bound % 2 and NTR1 agonist cell count 20 µM 27.
Screening Cc1cc(N(CCO)CCO)ccc1N=Nc1cc(F)ccc1F returned GPR35 arrestin U2OS 9%, GPR55 beta-arrestin 0.6%, Rac1 GTP hydrolysis 7%, Large T inhibition 7%, LYP inhibition 5%, Lipid droplet 115*, T cell modulator inactive, NTR1 agonist 1.6, GPR55 LPI antagonism 17%, Lipid droplet cells 6.5 µM 691*, T cell modulator vesicle-bound % 48 and NTR1 agonist cell count 20 µM 44.
Screening Cc1ccccc1OCC(=O)NCCCNC(=O)c1ccncc1 returned GPR35 arrestin U2OS 29%, GPR55 beta-arrestin 0.2%, Rac1 GTP hydrolysis 1%, Large T inhibition 1%, LYP inhibition -13%, Lipid droplet 1, T cell modulator inactive, NTR1 agonist -1.6, GPR55 LPI antagonism -11%, Lipid droplet cells 6.5 µM 818, T cell modulator vesicle-bound % 48 and NTR1 agonist cell count 20 µM 56.
For CCc1ccc(NC(=O)Cn2nc(C)n3cccc3c2=O)cc1 the results were GPR35 arrestin U2OS 3%, GPR55 beta-arrestin 0.0%, Rac1 GTP hydrolysis 9%, Large T inhibition 7%, LYP inhibition -10%, Lipid droplet -36, T cell modulator inactive, NTR1 agonist -1.0, GPR55 LPI antagonism -16%, Lipid droplet cells 6.5 µM 651, T cell modulator vesicle-bound % 26 and NTR1 agonist cell count 20 µM 53.
For COc1ccc(Cl)c2c1[nH]c1nc(SCc3cccnc3)nnc12 the results were GPR35 arrestin U2OS -2%, GPR55 beta-arrestin 0.5%, Rac1 GTP hydrolysis 9%, Large T inhibition 1%, LYP inhibition -3%, Lipid droplet -3, T cell modulator inactive, NTR1 agonist 21, GPR55 LPI antagonism -12%, Lipid droplet cells 6.5 µM 710, T cell modulator vesicle-bound % 48 and NTR1 agonist cell count 20 µM 60.
`CCS(=O)(=O)N1CCC(NC(=O)c2ccco2)CC1` gave GPR35 arrestin U2OS 13%, GPR55 beta-arrestin 0.1%, Rac1 GTP hydrolysis 7%, Large T inhibition 2%, LYP inhibition -13%, T cell modulator inactive, NTR1 agonist 0.0, GPR55 LPI antagonism -5%, T cell modulator vesicle-bound % 58 and NTR1 agonist cell count 20 µM 82.
